TRPC6 act – mouse TRPC6 channel activation. 310,000 compounds, 0.13% hits. B-score at 10 µM. Q61143. HEK293-TRPC6 membrane potential dye fluorescence; active compounds read high;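 active = B-score of the integrated fluorescence ratio above library mean plus 3 SD, and starting fluorescence ratio within library mean plus 5 SD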;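 note: higher score means more depolarization so channel activation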
TRPC6 inh – blocks the mouse TRPC6 cation channel | 310,000 compounds, 1.1% hits | B-score at 10 µM | HEK293-TRPC6, membrane potential dye, ACh-evoked depolarization; active compounds read low;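 active = B-score under library mean minus 3 SD, initial fluorescence not abnormally high, positive integrated signal ratio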;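 note: B-score derived from integrated fluorescence ratio over the kinetic read; more negative B-score means stronger inhibition of depolarization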
MrgX1 antagonist – human MrgX1 receptor antagonism, primary screen | Q96LB2 | MRGX1-HEK293 calcium flux, Fluo-4, BAM8-22 antagonism; active compounds read low | B-score at 10 µM | 310,000 compounds, 1.3% hits | AID 588676;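 active = calcium-response B-score plate-corrected more than 3 library SD below zero, starting fluorescence within 5 deviations, no agonist response on first addition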;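 note: peak minus trough fluorescence over baseline after final BAM8-22 challenge near maximal dose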
Target sequence (Q96LB2 whole entry, looked up): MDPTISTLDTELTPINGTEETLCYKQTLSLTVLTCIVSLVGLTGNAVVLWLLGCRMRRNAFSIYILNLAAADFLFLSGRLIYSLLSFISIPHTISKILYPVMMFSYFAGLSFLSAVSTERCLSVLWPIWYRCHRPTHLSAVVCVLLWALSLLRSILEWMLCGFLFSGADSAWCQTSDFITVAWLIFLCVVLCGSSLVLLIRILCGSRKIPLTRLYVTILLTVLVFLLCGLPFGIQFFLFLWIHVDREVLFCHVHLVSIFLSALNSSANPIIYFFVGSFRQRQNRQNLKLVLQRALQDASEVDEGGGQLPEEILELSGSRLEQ
RGS4 block – inhibitors of human RGS4. P49798. HEK293 M3R/RGS4 inducible, Fluo-4 calcium flux; active compounds read high; triggered by carbachol at its EC20. B-score at 10 µM. 310,000 compounds, 0.45% hits. AID 463165;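 active = B-score, a plate-corrected calcium signal, over three deviations above library mean, with baseline fluorescence within five deviations of library mean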;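 note: RGS4 expression induced by doxycycline in cells with stable M3 receptor; B-score is computed from the integrated fluorescence ratio over baseline after carbachol; higher B-score means a larger calcium signal and so more RGS4 inhibition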
Target sequence (P49798 whole entry, looked up): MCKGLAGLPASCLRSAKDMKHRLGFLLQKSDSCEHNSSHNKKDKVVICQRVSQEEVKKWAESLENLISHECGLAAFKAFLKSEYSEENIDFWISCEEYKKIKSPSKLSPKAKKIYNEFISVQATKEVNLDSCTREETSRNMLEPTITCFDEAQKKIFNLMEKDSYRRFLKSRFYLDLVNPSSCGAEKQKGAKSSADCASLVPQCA
Platelet DG rel – modulates dense granule release in human platelets; human platelet-rich plasma, SFLLRN dense granule ATP release, luminescence; 300,000 compounds, 0.22% hits; AID 1663; inhibition, %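 (compounds screened at 7.5 µM in platelet-rich plasma)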;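 active = mean replicate score, as percent of positive control, at or above 50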
MrgX1 ag – human MrgX1 receptor agonism, primary screen | Q96LB2 | MrgX1-HEK293 cells, Fluo-4 calcium fluorescence, agonist mode; active compounds read high | 310,000 compounds, 0.44% hits | B-score at 10 µM;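 active = calcium response B-score plate-corrected fluorescence ratio at least 3 library SD, with starting fluorescence B-score inside 5 SD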
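Assay system: stable human MrgX1 HEK293 cell line. Quantity: 15,000 cells per well. Schedule: cells plated overnight, dye loaded 0.5 h 37 °C, 0.5 h room temperature. Detection: Fluo-4 NW calcium-flux fluorescence, kinetic read. Read-out basis: peak-minus-minimum fluorescence over baseline, converted to B scores. Control set: positive and negative control wells on each plate.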
TRPC4 block – TRPC4 (mouse) channel inhibition; Q9QUQ5; HEK293 TRPC4beta/mu-opioid, DAMGO-evoked Fluo4 calcium flux; active compounds read low; B-score at 10 µM; 300,000 compounds, 0.39% hits; AID 2247;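 active = B-score over 3 SD under the library average, no early fluorescence shift, positive overall ratio signal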
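Signal: kinetic Fluo4 fluorescence imaging of calcium influx. Material: stable TRPC4beta/mu-opioid receptor HEK293 cells. Probe or stimulus: DAMGO in two steps, submaximal then maximal.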
RGS4 act – potentiators or activators of RGS4; HEK293 M3R/inducible RGS4, carbachol calcium flux Fluo4; active compounds read low; 310,000 compounds, 0.92% hits; B-score at 10 µM;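 active = B-score of the integrated calcium signal more than 4 SD below the library mean, with starting fluorescence not abnormally high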;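 note: negative B-score means reduced calcium response which marks RGS4 activation or potentiation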
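Detection: kinetic calcium fluorescence imaging with Fluo4-AM dye, 2 µM / Material: HEK293 cells with stable M3R and inducible RGS4 / Schedule: recording 10 s baseline at 1 Hz, 100 s post-agonist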
SKKanGAS inh – blocks kanamycin growth of S. pyogenes SKKanGAS strain | BacTiter-Glo, 6 h | inhibition, % at 7.5 µM | 300,000 compounds, 1.3% hits | AID 1662;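 active = mean replicate score, as percent of positive control median, at least 50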;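 note: strain carries kanamycin resistance gene driven by streptokinase promoter and grows in 40 µg/ml kanamycin; loss of luminescence reflects streptokinase promoter inhibition or plain growth inhibition; 0% = median of DMSO wells and 100% = positive control at its reference dose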
HIF activator – HIF pathway transcriptional activation; U2OS HRE-luciferase reporter, luminescence; normalized: DMSO 0%, desferrioxamine 100%; activation, % at 7.5 µM (by protocol); 300,000 compounds, 0.32% hits; AID 1910;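 active = mean activation of at least 10% of the iron chelator positive control signal, with at least half of replicates also reaching 10%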
MrgX1 allo act – human MrgX1 positive allosteric modulation, primary screen. AID 588675. 310,000 compounds, 0.63% hits. MrgX1-HEK293, Fluo-4 calcium flux, FDSS; active compounds read high. B-score at 10 µM;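 active = plate-corrected calcium response at least 3 library SD above typical, normal starting fluorescence, not activating the receptor alone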;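 note: compound read alongside a low EC10 to EC30 dose of BAM8-22 agonist; peak minus trough fluorescence over baseline measured at the second addition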
* = called active by the depositor.

Screening CCc1cccc(NC(=O)C2CCCN2S(=O)(=O)c2ccc3c(c2)n(C)c(=O)c(=O)n3C)c1 (centres undefined) returned TRPC6 act inactive, TRPC6 inh inactive, MrgX1 antagonist inactive, RGS4 block inactive, Platelet DG rel 4.7, MrgX1 ag inactive, TRPC4 block inactive, RGS4 act inactive, SKKanGAS inh 1.6, HIF activator -0.3 and MrgX1 allo act inactive.
CCCS(=O)(=O)N1CCC(CCOc2ccccc2)(C(=O)OCC)CC1 was read as TRPC6 act inactive, TRPC6 inh inactive, MrgX1 antagonist inactive, RGS4 block inactive, Platelet DG rel -0.1, MrgX1 ag inactive, TRPC4 block inactive, RGS4 act inactive, SKKanGAS inh 0.2, HIF activator -0.5 and MrgX1 allo act inactive.
Screening O=C(NCc1ccccc1)c1c(Cl)nc(Cl)c(Cl)c1Cl returned TRPC6 act inactive, TRPC6 inh inactive, MrgX1 antagonist inactive, RGS4 block inactive, Platelet DG rel 22.2, MrgX1 ag inactive, TRPC4 block -6*, RGS4 act inactive, SKKanGAS inh 3.2, HIF activator 1.0 and MrgX1 allo act inactive.
For COc1ccccc1-n1c(C)nnc1SCC(=O)NCc1ccccc1 the results were TRPC6 act inactive, TRPC6 inh inactive, MrgX1 antagonist inactive, RGS4 block inactive, Platelet DG rel -6.8, MrgX1 ag inactive, TRPC4 block inactive, RGS4 act inactive, SKKanGAS inh 0.2, HIF activator -0.3 and MrgX1 allo act inactive.
For COc1ccc(N2C(=O)CC(Sc3nnnn3-c3ccc(F)cc3)C2=O)cc1 (centres undefined) the results were TRPC6 act inactive, TRPC6 inh inactive, MrgX1 antagonist inactive, RGS4 block inactive, Platelet DG rel 19.8, MrgX1 ag inactive, TRPC4 block inactive, RGS4 act inactive, HIF activator -0.7 and MrgX1 allo act inactive.
`COc1cc(NC(=O)c2cccc(F)c2)ccc1NC(=O)c1cc2ccccc2o1` gave TRPC6 act inactive, TRPC6 inh inactive, MrgX1 antagonist inactive, RGS4 block inactive, Platelet DG rel 0.1, MrgX1 ag inactive, TRPC4 block inactive, RGS4 act inactive, SKKanGAS inh -1.1, HIF activator -0.7 and MrgX1 allo act inactive.
For CCn1c(SCC(=O)Nc2nccs2)nnc1-c1ccc(S(=O)(=O)N2CCCCCC2)cc1 the results were TRPC6 act inactive, TRPC6 inh inactive, MrgX1 antagonist inactive, RGS4 block inactive, Platelet DG rel 2.7, MrgX1 ag inactive, TRPC4 block inactive, RGS4 act inactive, SKKanGAS inh 13.6, HIF activator -0.3 and MrgX1 allo act inactive.
`COc1ccc(-c2csc(NC(=O)C3=NN(c4ccccc4)C(=O)CC3)n2)cc1` gave TRPC6 act inactive, TRPC6 inh inactive, MrgX1 antagonist inactive, RGS4 block inactive, Platelet DG rel -3.2, MrgX1 ag inactive, TRPC4 block inactive, RGS4 act inactive, SKKanGAS inh 7.8, HIF activator 0.6 and MrgX1 allo act inactive.
For CCN(CC)S(=O)(=O)c1cc(NC(=O)c2cc(-c3ccccn3)nc3ccccc23)ccc1C the results were TRPC6 act inactive, TRPC6 inh inactive, MrgX1 antagonist inactive, RGS4 block inactive, Platelet DG rel 2.7, MrgX1 ag inactive, TRPC4 block inactive, RGS4 act inactive, SKKanGAS inh 5.6, HIF activator -1.2 and MrgX1 allo act inactive.
Screening Cc1cc(Nc2ccc(C(=O)N3CCCCC3)cc2)c2cccc(C)c2n1 returned TRPC6 act inactive, TRPC6 inh inactive, MrgX1 antagonist inactive, RGS4 block inactive, Platelet DG rel 0.0, MrgX1 ag inactive, TRPC4 block inactive, RGS4 act inactive, SKKanGAS inh 1.7, HIF activator -0.2 and MrgX1 allo act inactive.
For CCN(CC)CCCNC(=O)Cn1ncc2c(=O)oc3ccc(C)cc3c21 the results were TRPC6 act inactive, TRPC6 inh inactive, MrgX1 antagonist inactive, RGS4 block inactive, Platelet DG rel -4.3, MrgX1 ag inactive, TRPC4 block inactive, RGS4 act inactive, SKKanGAS inh -0.8, HIF activator -0.4 and MrgX1 allo act inactive.
`OC(COc1ccccc1)Cn1cc(Br)cn1` (centres undefined) gave TRPC6 act inactive, TRPC6 inh inactive, MrgX1 antagonist inactive, RGS4 block inactive, Platelet DG rel -4.4, MrgX1 ag inactive, TRPC4 block inactive, RGS4 act inactive, SKKanGAS inh 0.6, HIF activator -0.4 and MrgX1 allo act inactive.
Screening COC(=O)c1ccc(/C=N\N2CCN(Cc3ccc(C)cc3)CC2)cc1 returned TRPC6 act inactive, TRPC6 inh inactive, MrgX1 antagonist inactive, RGS4 block inactive, Platelet DG rel -3.7, MrgX1 ag inactive, TRPC4 block inactive, RGS4 act inactive, SKKanGAS inh -4.1, HIF activator -0.3 and MrgX1 allo act inactive.
For COc1ccc(NC(=O)/C=C2\SC(=O)NC2=O)cc1 the results were TRPC6 act inactive, TRPC6 inh inactive, MrgX1 antagonist inactive, RGS4 block inactive, Platelet DG rel 6.2, MrgX1 ag inactive, TRPC4 block inactive, RGS4 act inactive, SKKanGAS inh 3.9, HIF activator 0.1 and MrgX1 allo act inactive.
Screening Cn1c(=O)c(=O)n(C)c2cc(S(=O)(=O)N3CCC(N4CCCCC4)CC3)ccc21 returned TRPC6 act inactive, TRPC6 inh inactive, MrgX1 antagonist inactive, RGS4 block inactive, Platelet DG rel 1.5, MrgX1 ag inactive, TRPC4 block inactive, RGS4 act inactive, SKKanGAS inh 2.9, HIF activator 0.2 and MrgX1 allo act inactive.
For c1csc(C2Nc3ccccc3-c3nc4ccccc4n32)c1 (centres undefined) the results were TRPC6 act inactive, TRPC6 inh -6.64*, MrgX1 antagonist inactive, RGS4 block inactive, Platelet DG rel -5.6, MrgX1 ag inactive, TRPC4 block inactive, RGS4 act inactive, SKKanGAS inh 2.7, HIF activator 3.0 and MrgX1 allo act inactive.
Screening CC(C)(C)NC(=O)CSc1nnc(NC(=O)c2ccccc2Cl)s1 returned TRPC6 act inactive, TRPC6 inh inactive, MrgX1 antagonist inactive, RGS4 block inactive, Platelet DG rel -7.0, MrgX1 ag inactive, TRPC4 block inactive, RGS4 act inactive, SKKanGAS inh -0.2, HIF activator 0.3 and MrgX1 allo act inactive.
Screening COc1ccc(CCNC(=O)CN2CCN(c3cccc(Cl)c3)CC2)cc1OC returned TRPC6 act inactive, TRPC6 inh inactive, MrgX1 antagonist inactive, RGS4 block inactive, Platelet DG rel 5.5, MrgX1 ag inactive, TRPC4 block inactive, RGS4 act inactive, SKKanGAS inh -1.2, HIF activator -0.3 and MrgX1 allo act inactive.
CN(CC(=O)Nc1n[nH]c(=S)s1)S(=O)(=O)c1cccc2cccnc12 was read as TRPC6 act inactive, TRPC6 inh inactive, MrgX1 antagonist inactive, RGS4 block inactive, Platelet DG rel -3.4, MrgX1 ag inactive, TRPC4 block inactive, RGS4 act inactive, SKKanGAS inh 4.3, HIF activator -0.3 and MrgX1 allo act inactive.
Screening Cc1nn(C)c(C)c1NS(=O)(=O)c1ccc(OC(F)(F)F)cc1 returned TRPC6 act inactive, TRPC6 inh inactive, MrgX1 antagonist inactive, RGS4 block inactive, Platelet DG rel -7.3, MrgX1 ag inactive, TRPC4 block inactive, RGS4 act inactive, SKKanGAS inh 2.9, HIF activator -0.1 and MrgX1 allo act inactive.
O=C(COC(=O)C1CC1)Nc1ncc(Cl)cc1Cl was read as TRPC6 act inactive, TRPC6 inh inactive, MrgX1 antagonist inactive, RGS4 block inactive, Platelet DG rel -9.0, MrgX1 ag inactive, TRPC4 block inactive, RGS4 act inactive, SKKanGAS inh -2.4, HIF activator 0.0 and MrgX1 allo act inactive.
CCOc1cc(N2CCOCC2)c(OCC)cc1NC1=NCCCCC1 was read as TRPC6 act inactive, TRPC6 inh inactive, MrgX1 antagonist inactive, RGS4 block inactive, Platelet DG rel 5.3, MrgX1 ag inactive, TRPC4 block inactive, RGS4 act inactive, SKKanGAS inh 2.4, HIF activator -0.2 and MrgX1 allo act inactive.
COc1ccc(N(CC(=O)N2CCc3ccccc3C2)S(=O)(=O)c2c(C)[nH]c(=O)[nH]c2=O)cc1 was read as TRPC6 act inactive, TRPC6 inh inactive, MrgX1 antagonist inactive, RGS4 block inactive, Platelet DG rel 16.8, MrgX1 ag inactive, TRPC4 block inactive, RGS4 act inactive, SKKanGAS inh 2.9, HIF activator -0.2 and MrgX1 allo act inactive.
Screening Cc1ccc(C)c(N2CC(C(=O)Nc3cc(C)on3)CC2=O)c1 (centres undefined) returned TRPC6 act inactive, TRPC6 inh inactive, MrgX1 antagonist inactive, RGS4 block inactive, Platelet DG rel 4.4, MrgX1 ag inactive, TRPC4 block inactive, RGS4 act inactive, SKKanGAS inh -2.6, HIF activator -1.1 and MrgX1 allo act inactive.
For Cc1ccc2nc(C)cc(Cl)c2c1 the results were TRPC6 act inactive, TRPC6 inh inactive, MrgX1 antagonist inactive, RGS4 block inactive, Platelet DG rel -8.5, MrgX1 ag inactive, TRPC4 block inactive, RGS4 act inactive, SKKanGAS inh -1.1, HIF activator 0.0 and MrgX1 allo act inactive.
For CCOC(=O)Cc1c(C)nc(-c2ccccc2)[nH]c1=O the results were TRPC6 act inactive, TRPC6 inh inactive, MrgX1 antagonist inactive, RGS4 block inactive, MrgX1 ag inactive, TRPC4 block inactive, RGS4 act inactive, SKKanGAS inh 0.5, HIF activator 0.0 and MrgX1 allo act inactive.
Screening O=C(Nc1ccc2oc(-c3cccc(F)c3)nc2c1)c1ccccc1F returned TRPC6 act inactive, TRPC6 inh inactive, MrgX1 antagonist inactive, RGS4 block inactive, Platelet DG rel 4.4, MrgX1 ag inactive, TRPC4 block inactive, RGS4 act inactive, SKKanGAS inh -4.0, HIF activator 2.4 and MrgX1 allo act inactive.
For CC(C)(C)NC(=O)C(c1ccc(Cl)cc1)N(CCO)C(=O)c1snc(C(N)=O)c1N (centres undefined) the results were TRPC6 act inactive, TRPC6 inh inactive, MrgX1 antagonist inactive, RGS4 block inactive, Platelet DG rel 9.4, MrgX1 ag inactive, TRPC4 block inactive, RGS4 act inactive, SKKanGAS inh 7.4, HIF activator 0.7 and MrgX1 allo act inactive.
For N#Cc1c(NC(=O)c2ccccc2)sc2c1CCC2 the results were TRPC6 act inactive, TRPC6 inh inactive, MrgX1 antagonist inactive, RGS4 block inactive, Platelet DG rel 6.6, MrgX1 ag inactive, TRPC4 block inactive, RGS4 act inactive, SKKanGAS inh -4.9, HIF activator 4.0 and MrgX1 allo act inactive.
